WT yeast gro inh: growth inhibition of WT yeast, mitochondrial fusion screen; inhibition, % at 10 µM; 2.1% of 190,000 active; mitochondrial fusion phenotypic screen, WT strain; AID 1362; in the data active means inhibition above about 58%; tested in S. cerevisiae
Lipid droplet: modulators of hepatic lipid droplet formation. AML12 mouse hepatocytes, oleate lipid droplets, BODIPY imaging. inhibition, % at 6.5 µM. 0.4% of 240,000 active;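 active means lipid droplet intensity inhibited by at least 50%, with more than 500 cells counted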
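Technique: fluorescence imaging, 20x objective, two fields per well / Assay system: AML12 hepatocytes (mouse) / Measure: % inhibition of lipid droplet signal / Doses: 6.5 µM single-point dosing / Incubation: overnight exposure / Reagent: 100 µM oleic acid challenge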
TNAP activators: human TNAP enzyme activators, primary screen, biochemical, luminescent, no phosphate acceptor, uHTS (AID 1001); purified TNAP, luminescent activation assay, no phosphate acceptor; higher activation fold means a stronger effect; activation fold at 20 µM, or EC50 in µM where a hit was titrated; 0.03% of 200,000 active; in the data active means activation fold from about 3, or a potency from the dose series; inactive means the rest, 99 in 100 with activation fold below about 1.6; further: many of its hits are not listed in these tables
P. falciparum M1AAP: P. falciparum M1AAP inhibitors, biochemical, fluorogenic H-Leu-NHMec substrate, 1536-well (AID 1445) | recombinant M1AAP, H-Leu-NHMec fluorogenic kinetic assay; higher % means a stronger effect | 0.42% of 220,000 active | inhibition, % at 30 µM; hits with a dose series show IC50 in µM;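 active means primary inhibition above the hit cutoff, then over 50% inhibition at one or more dose response concentrations, cut at about 23% in these data, passing the limit was not always enough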;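 further: plate controls were DMSO full reaction for no effect and no enzyme background for full effect; strong numbers were not always called active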
CSM14.1 death rescue: rescue of cells from ER stress-induced death, primary screen, 384-well, CSM14.1, thapsigargin, ATP luminescence (AID 1222); cellular ATP content (survival), % at 20 µM; hits with a dose series show EC50 in µM; 190,000 tested, under 10 active; CSM14.1 thapsigargin-induced death rescue, ATP luminescence; higher % means a stronger effect;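 active means EC50 below 50 µM in the dose-response confirmation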;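 further: death triggered by thapsigargin at about 15 µM added after 2 h compound pretreatment; cell ATP read after overnight thapsigargin exposure of roughly 18 to 22 hours; normalized against plate controls of thapsigargin alone and 5% DMSO vehicle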
PMI inhibitors: inhibitors of human PMI, primary screen, biochemical, fluorescence intensity, coupled assay (AID 1209); purified PMI enzyme, coupled fluorescence intensity; higher % means a stronger effect; 0.42% of 190,000 active; one-dose inhibition, % at 20 µM; IC50 in µM for titrated hits;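 further: plate controls were DMSO vehicle for no effect and wells lacking substrate for full effect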
K1F lysis inhibition: protection from phage-mediated lysis, alamar blue read-out – E. coli UTI89, K1F phage, bacterial capsule biogenesis inhibitors (AID 488966) | 0.02% of 340,000 active | E. coli UTI89 K1F phage lysis, alamar blue, 2 h; higher % means a stronger effect | one-dose inhibition, % at 100 µM; IC50 in µM for titrated hits;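 active means phage lysis inhibition, versus mean bacterial control, above a set limit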;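 further: capsule biogenesis inhibitors block K1F phage lysis so surviving cells raise fluorescence; higher fluorescence means more inhibition of phage lysis; actives were called in the ten point dose series up to 300 µM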
PMI inhibition: MPI inhibition at elevated mannose 6-phosphate – biochemical, fluorescence intensity, high mannose 6-phosphate, primary screen (AID 1220); recombinant PMI enzyme, coupled fluorescence intensity; higher % means a stronger effect; inhibition, % at 20 µM; hits with a dose series show IC50 in µM; 0.66% of 190,000 active
Myeloid diff MLP: myeloid differentiation induction; ER-HoxA9 myeloid progenitors, lysozyme-GFP differentiation, flow cytometry; calls only at 10 µM; 1% of 360,000 active;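 active means normalized GFP-positive differentiation at or above the plate's own cutoff, the solvent-only control mean plus 3 SD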;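 further: cells exposed to compound for four days before flow analysis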
WT yeast gro inh mutant strain: also measured in WT yeast gro inh; calls as there; inhibition, %; mitochondrial fusion phenotypic screen, mutant strain inhibition
Lipid droplet cells 6.5 µM: further read-out of Lipid droplet, marked with its call; cell count; measured here: cell count, cytotoxicity flag;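 cells counted across two imaged fields per well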
Myeloid diff MLP GFP+ MAC1+ %: second read-out of Myeloid diff MLP, no call of its own (marks repeat the call); GFP+ MAC1+ double positive, %; measured here: differentiation confirmed by MAC1 staining
* = called active by the depositor; [ ] = another dose, or the depositor's remark. Unless noted, no stated cut-off is given here; in the data, active means inhibition above about 50%; inactive means the rest.

What do the screens show for `CC(=O)Nc1c(C)ccc2nsnc12`?
WT yeast gro inh: -5; Lipid droplet: 14; TNAP activators: 1; P. falciparum M1AAP: -6%; CSM14.1 death rescue: -1.8%; PMI inhibitors: 8%; K1F lysis inhibition: 0.1%; PMI inhibition: 9%; Myeloid diff MLP: inactive; WT yeast gro inh mutant strain: -9; Lipid droplet cells 6.5 µM: 630; Myeloid diff MLP GFP+ MAC1+ %: 0.8

What do the screens show for `CSCCC(NC(=O)C12CC3CC(CC(C3)C1)C2)C(=O)OCC(=O)c1ccccc1` (stereo unspecified)?
WT yeast gro inh: -12; Lipid droplet: 27; TNAP activators: 1; P. falciparum M1AAP: 0%; CSM14.1 death rescue: -0.1%; PMI inhibitors: 3%; K1F lysis inhibition: 2.1%; PMI inhibition: -9%; Myeloid diff MLP: inactive; WT yeast gro inh mutant strain: -14; Lipid droplet cells 6.5 µM: 712; Myeloid diff MLP GFP+ MAC1+ %: 0.5

How did CNC(=O)Nc1ccc2snnc2c1 do in these assays?
WT yeast gro inh: 2; TNAP activators: 1.1; P. falciparum M1AAP: 6%; CSM14.1 death rescue: -0.9%; PMI inhibitors: -10%; K1F lysis inhibition: -1.0%; PMI inhibition: -8%; Myeloid diff MLP: inactive; WT yeast gro inh mutant strain: -8; Myeloid diff MLP GFP+ MAC1+ %: 2.2

What do the screens show for `COc1cccc(NC(=S)Nc2cccnc2)c1`?
WT yeast gro inh: 3; Lipid droplet: 1; TNAP activators: 1; P. falciparum M1AAP: -3%; CSM14.1 death rescue: -0.1%; PMI inhibitors: 11%; K1F lysis inhibition: 0.0%; PMI inhibition: 7%; Myeloid diff MLP: inactive; WT yeast gro inh mutant strain: 6; Lipid droplet cells 6.5 µM: 692; Myeloid diff MLP GFP+ MAC1+ %: 0.4

How did Cc1cccc2cn[nH]c12 do in these assays?
WT yeast gro inh: 3; Lipid droplet: 4; TNAP activators: 1.2; P. falciparum M1AAP: 4%; CSM14.1 death rescue: -0.8%; PMI inhibitors: -14%; K1F lysis inhibition: -0.5%; PMI inhibition: -9%; Myeloid diff MLP: inactive; WT yeast gro inh mutant strain: 13; Lipid droplet cells 6.5 µM: 674; Myeloid diff MLP GFP+ MAC1+ %: 0.4

Results for CCc1ccc(NC2=NC(C(=O)c3ccccc3)CC(=O)N2)cc1 (stereo unspecified) ?
WT yeast gro inh: 6; Lipid droplet: 1; TNAP activators: 1; P. falciparum M1AAP: 5%; CSM14.1 death rescue: -1.1%; PMI inhibitors: 15%; K1F lysis inhibition: 8.3%; PMI inhibition: 12%; Myeloid diff MLP: inactive; WT yeast gro inh mutant strain: 3; Lipid droplet cells 6.5 µM: 656; Myeloid diff MLP GFP+ MAC1+ %: 0.3

Results for O=C(CSc1nc2ccccc2o1)NCc1n[nH]c(=O)c2ccccc12 ?
WT yeast gro inh: -6; TNAP activators: 1.1; P. falciparum M1AAP: 5%; CSM14.1 death rescue: -1.0%; PMI inhibitors: -14%; K1F lysis inhibition: 0.8%; PMI inhibition: -8%; Myeloid diff MLP: inactive; WT yeast gro inh mutant strain: -2; Myeloid diff MLP GFP+ MAC1+ %: 0.4

What do the screens show for `COc1cc(OC)cc(C(=O)NCC(=O)OCC(=O)/C=C2/N(C)c3ccccc3C2(C)C)c1`?
WT yeast gro inh: 9; Lipid droplet: -5; TNAP activators: 1.1; P. falciparum M1AAP: 7%; PMI inhibitors: -2%; K1F lysis inhibition: 0.1%; PMI inhibition: 2%; Myeloid diff MLP: inactive; WT yeast gro inh mutant strain: -9; Lipid droplet cells 6.5 µM: 694; Myeloid diff MLP GFP+ MAC1+ %: 0.5

What do the screens show for `CN1C2C=C3C(C#N)=C(N)C(C#N)(C#N)[C@@H](c4ccsc4)[C@@H]3C1CC2` (stereo partly specified)?
WT yeast gro inh: 8; Lipid droplet: 0; TNAP activators: 1.1; P. falciparum M1AAP: 0%; CSM14.1 death rescue: -0.6%; PMI inhibitors: 12%; PMI inhibition: 9%; WT yeast gro inh mutant strain: 10; Lipid droplet cells 6.5 µM: 742

Results for Cc1cccc(OCCC(=O)Nc2ccc(S(=O)(=O)N3CCCC3)cc2)c1 ?
WT yeast gro inh: 12; TNAP activators: 0.9; P. falciparum M1AAP: 6%; CSM14.1 death rescue: 0.5%; PMI inhibitors: 6%; K1F lysis inhibition: 0.5%; PMI inhibition: 0%; Myeloid diff MLP: inactive; WT yeast gro inh mutant strain: 19; Myeloid diff MLP GFP+ MAC1+ %: 0.8

How did O=C(Cc1c[nH]c2ccccc12)N1CCc2ccccc21 do in these assays?
WT yeast gro inh: -3; Lipid droplet: -5; TNAP activators: 1.1; P. falciparum M1AAP: 4%; PMI inhibitors: 11%; K1F lysis inhibition: 7.0%; PMI inhibition: 6%; Myeloid diff MLP: inactive; WT yeast gro inh mutant strain: 3; Lipid droplet cells 6.5 µM: 674; Myeloid diff MLP GFP+ MAC1+ %: 2.6

How did COc1ccc2cc(C)c(SCC(=O)Nc3cc(C)on3)nc2c1 do in these assays?
WT yeast gro inh: -8; TNAP activators: 1.1; P. falciparum M1AAP: -14%; CSM14.1 death rescue: -0.9%; PMI inhibitors: -4%; K1F lysis inhibition: 1.0%; PMI inhibition: -4%; Myeloid diff MLP: inactive; WT yeast gro inh mutant strain: -11; Myeloid diff MLP GFP+ MAC1+ %: 2.1

How did O=C(CSc1nnc2n1CCCN2C(=S)Nc1ccc(Cl)cc1)c1ccccc1 do in these assays?
WT yeast gro inh: 65*; Lipid droplet: -3; TNAP activators: 0.9; P. falciparum M1AAP: 3%; CSM14.1 death rescue: -1.9%; PMI inhibitors: -9%; K1F lysis inhibition: -0.4%; PMI inhibition: 0%; Myeloid diff MLP: inactive; WT yeast gro inh mutant strain: 38*; Lipid droplet cells 6.5 µM: 683; Myeloid diff MLP GFP+ MAC1+ %: 3.0

How did Cc1c(NC(=O)c2ccc(-c3ccc([N+](=O)[O-])cc3Cl)o2)c(=O)n(-c2ccccc2)n1C do in these assays?
WT yeast gro inh: 9; Lipid droplet: 1; TNAP activators: 1.1; P. falciparum M1AAP: 9%; CSM14.1 death rescue: 3.5%; K1F lysis inhibition: -1.9%; Myeloid diff MLP: inactive; WT yeast gro inh mutant strain: 9; Lipid droplet cells 6.5 µM: 704; Myeloid diff MLP GFP+ MAC1+ %: 0.3

What do the screens show for `Nc1cc(C(=O)N2CCCC2)cc(C(=O)N2CCCC2)c1`?
WT yeast gro inh: 2; Lipid droplet: 16; TNAP activators: 1.1; P. falciparum M1AAP: 8%; PMI inhibitors: 6%; K1F lysis inhibition: 0.7%; PMI inhibition: 4%; Myeloid diff MLP: inactive; WT yeast gro inh mutant strain: -7; Lipid droplet cells 6.5 µM: 661; Myeloid diff MLP GFP+ MAC1+ %: 6.6

What do the screens show for `COc1ccc(/C=C2\CCCC3C2=NN(C(=O)CSc2ncn[nH]2)C3c2ccc(OC)cc2)cc1` (stereo unspecified)?
WT yeast gro inh: 36; Lipid droplet: -3; TNAP activators: 1.1; P. falciparum M1AAP: -6%; CSM14.1 death rescue: 5.7%; PMI inhibitors: 20%; K1F lysis inhibition: 0.6%[50 µM]; PMI inhibition: 13%; Myeloid diff MLP: inactive; WT yeast gro inh mutant strain: 0; Lipid droplet cells 6.5 µM: 717; Myeloid diff MLP GFP+ MAC1+ %: 1.9

What do the screens show for `NC(=O)COC(=O)c1ccccc1Oc1ccccc1`?
WT yeast gro inh: -8; Lipid droplet: 12; TNAP activators: 1; P. falciparum M1AAP: 5%; CSM14.1 death rescue: 0.4%; PMI inhibitors: -2%; K1F lysis inhibition: -1.7%; PMI inhibition: -3%; Myeloid diff MLP: inactive; WT yeast gro inh mutant strain: 8; Lipid droplet cells 6.5 µM: 677; Myeloid diff MLP GFP+ MAC1+ %: 0.9

How did COc1ccccc1Oc1ccc(Oc2ccccc2OC)cc1 do in these assays?
WT yeast gro inh: 17; Lipid droplet: 25; TNAP activators: 1.1; P. falciparum M1AAP: 0%; PMI inhibitors: 9%; K1F lysis inhibition: -0.1%; PMI inhibition: 2%; Myeloid diff MLP: inactive; WT yeast gro inh mutant strain: 23; Lipid droplet cells 6.5 µM: 692; Myeloid diff MLP GFP+ MAC1+ %: 0.5

How did CS(=O)(=O)N1CCC(CO)(Cc2ccccc2C(F)(F)F)CC1 do in these assays?
WT yeast gro inh: -13; Lipid droplet: 0; TNAP activators: 1; P. falciparum M1AAP: 3%; CSM14.1 death rescue: 1.7%; PMI inhibitors: 8%; K1F lysis inhibition: -0.1%; PMI inhibition: 6%; Myeloid diff MLP: inactive; WT yeast gro inh mutant strain: -17; Lipid droplet cells 6.5 µM: 724; Myeloid diff MLP GFP+ MAC1+ %: 0.2

What do the screens show for `O=C(O)CC(c1ccccc1)n1cccc1` (stereo unspecified)?
WT yeast gro inh: 6; TNAP activators: 1.1; P. falciparum M1AAP: -2%; CSM14.1 death rescue: -1.7%; PMI inhibitors: -33%; K1F lysis inhibition: -0.5%; PMI inhibition: -102%; Myeloid diff MLP: inactive; WT yeast gro inh mutant strain: 6; Myeloid diff MLP GFP+ MAC1+ %: 2.3

Results for CNC(=O)C1CC(=O)N/C(=N/N=C(\C)c2cccs2)S1 (stereo unspecified) ?
WT yeast gro inh: -2; TNAP activators: 1.1; P. falciparum M1AAP: 11%; CSM14.1 death rescue: -1.6%; PMI inhibitors: -5%; K1F lysis inhibition: 0.5%; PMI inhibition: -5%; Myeloid diff MLP: inactive; WT yeast gro inh mutant strain: -14; Myeloid diff MLP GFP+ MAC1+ %: 0.9

Entries listed so far containing a Cl atom:
How did O=C(CSc1nnc2n1CCCN2C(=S)Nc1ccc(Cl)cc1)c1ccccc1 do in these assays?
WT yeast gro inh: 65*; Lipid droplet: -3; TNAP activators: 0.9; P. falciparum M1AAP: 3%; CSM14.1 death rescue: -1.9%; PMI inhibitors: -9%; K1F lysis inhibition: -0.4%; PMI inhibition: 0%; Myeloid diff MLP: inactive; WT yeast gro inh mutant strain: 38*; Lipid droplet cells 6.5 µM: 683; Myeloid diff MLP GFP+ MAC1+ %: 3.0

How did Cc1c(NC(=O)c2ccc(-c3ccc([N+](=O)[O-])cc3Cl)o2)c(=O)n(-c2ccccc2)n1C do in these assays?
WT yeast gro inh: 9; Lipid droplet: 1; TNAP activators: 1.1; P. falciparum M1AAP: 9%; CSM14.1 death rescue: 3.5%; K1F lysis inhibition: -1.9%; Myeloid diff MLP: inactive; WT yeast gro inh mutant strain: 9; Lipid droplet cells 6.5 µM: 704; Myeloid diff MLP GFP+ MAC1+ %: 0.3

From PubChem
